IDE cell activ: boosts human insulin-degrading enzyme activity in HEK cells; FAbeta-B cleavage, fluorescence polarization; 0% vehicle, 100% cell-free pure enzyme wells; AID 493087; activation, % at 5.96 µM; hit rate 0.073% among 340,000; P14735;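 active = activation above the mean of all tested compounds plus 3 SD, set per screening campaign, cut at about 17% in these data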
Target sequence (P14735 whole entry, looked up): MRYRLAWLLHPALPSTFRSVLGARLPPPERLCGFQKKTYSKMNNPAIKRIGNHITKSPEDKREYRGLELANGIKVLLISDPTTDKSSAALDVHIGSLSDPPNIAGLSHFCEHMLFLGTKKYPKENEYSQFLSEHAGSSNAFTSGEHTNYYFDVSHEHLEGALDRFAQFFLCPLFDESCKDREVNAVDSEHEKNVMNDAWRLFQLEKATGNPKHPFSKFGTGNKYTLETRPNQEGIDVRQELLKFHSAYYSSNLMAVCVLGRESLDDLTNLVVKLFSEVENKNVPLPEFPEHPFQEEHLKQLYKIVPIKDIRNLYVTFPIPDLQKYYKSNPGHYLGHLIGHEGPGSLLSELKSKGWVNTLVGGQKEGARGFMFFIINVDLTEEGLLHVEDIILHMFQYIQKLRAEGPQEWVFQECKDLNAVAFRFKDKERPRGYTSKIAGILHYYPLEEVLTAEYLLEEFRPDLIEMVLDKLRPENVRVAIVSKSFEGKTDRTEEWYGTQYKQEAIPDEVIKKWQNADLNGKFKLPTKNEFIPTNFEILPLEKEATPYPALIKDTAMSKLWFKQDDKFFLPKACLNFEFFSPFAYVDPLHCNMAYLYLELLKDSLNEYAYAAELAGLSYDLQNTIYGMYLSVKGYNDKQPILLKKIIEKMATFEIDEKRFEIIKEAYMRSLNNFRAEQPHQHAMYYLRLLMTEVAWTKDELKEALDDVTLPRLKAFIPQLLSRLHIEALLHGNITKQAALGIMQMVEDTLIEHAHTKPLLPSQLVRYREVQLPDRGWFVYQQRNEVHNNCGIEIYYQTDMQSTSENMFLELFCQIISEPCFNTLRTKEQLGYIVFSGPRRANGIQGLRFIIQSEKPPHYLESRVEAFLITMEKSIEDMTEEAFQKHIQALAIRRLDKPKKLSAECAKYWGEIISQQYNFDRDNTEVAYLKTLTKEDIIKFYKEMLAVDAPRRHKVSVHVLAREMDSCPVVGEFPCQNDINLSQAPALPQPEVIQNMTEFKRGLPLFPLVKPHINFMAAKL
PfM18AAP inh: PfM18AAP enzyme inhibition | recombinant PfM18AAP, H-Glu-NHMec fluorogenic cleavage | inhibition, % at 7.35 µM | hit rate 1.2% among 290,000;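 active = inhibition above the campaign mean inhibition over all tested compounds plus 3 SD, cut at about 28% in these data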;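 also: 0% = plate median of test compound wells and 100% = 2 mM ZnCl2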
pCIP destab: lowers stability of the mouse p/CIP coactivator protein | Q05BA5 | F442A p/CIP-EGFP cells, EGFP fluorescence, 16 h | decrease of EGFP signal, % at 10 µM | hit rate 0.01% among 290,000 | AID 1984;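 active = EGFP signal decrease of at least 30% at 10 µM or well 3 SD below plate mean, unless failing retest; inactive = the rest, including hits failing retest or dose response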; also: some compounds called inactive have numbers as strong as hits; many of its hits are not listed in these tables
IMP-1 inhibitor: blocks Pseudomonas aeruginosa IMP-1 metallo-beta-lactamase. inhibition, % at 5.6 µM. purified IMP-1, nitrocefin hydrolysis, epi-absorbance fluorescence. hit rate 0.45% among 290,000;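 active = inhibition above the mean plus 3 SD of all compounds in the same screening run, cut at about 4.5% in these data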;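 also: 0% = IMP-1 with DMSO and 100% = DMSO wells lacking enzyme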
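System: Purified IMP-1 | Read-out basis: Percent enzyme inhibition | Controls: IMP-1 with DMSO as 0%, enzyme-free DMSO as 100% | Replicates: One well per compound | Doses: 5.6 µM nominal single concentration | Detection: Epi-absorbance fluorescence, 480 nm excitation, 530 nm emission | Incubation: 25 °C, 15 min preincubation, 25 min reaction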
PHOSPHO1 block: inhibitors of human PHOSPHO1 phosphatase; inhibition, % at 13.3 µM; AID 1565; recombinant PHOSPHO1, absorbance phosphatase assay; hit rate 1.1% among 290,000; in the data active = inhibition above about 60%
NALP1 yeast inh: inhibitors of NALP1 inflammasome in yeast | S. cerevisiae NALP1/ASC/caspase-1 growth, X-gal OD620, 72 h | inhibition, % at 10 µM | hit rate 0.61% among 280,000 | AID 2071; in the data active = inhibition mostly above about 24%, no sharp cut-off; inactive = mostly below about 32%; also: some compounds called inactive have numbers as strong as hits
IDE inh: cellular human IDE inhibition | P14735 | HEK cells, FAbetaB cleavage, fluorescence polarization | inhibition, % at 5.59 µM | hit rate 0.41% among 320,000 | AID 434962;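 active = percent inhibition above the average of all tested compounds plus 3 SD, set per screening campaign, cut at about 16% in these data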;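 also: IDE supplied by intact live HEK cells; FP after avidin binding of uncleaved biotin substrate so inhibition keeps polarization high; 0% = DMSO wells and 100% = 60 µM reference IDE inhibitor Ii1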
VIM-2 inhibitor: blocks Pseudomonas aeruginosa VIM-2 metallo-beta-lactamase; purified VIM-2, nitrocefin hydrolysis, epi-absorbance fluorescence; inhibition, % at 5.6 µM; hit rate 0.89% among 290,000;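 active = inhibition above the mean of all tested compounds plus 3 SD, cutoff set per screening run, cut at about 7.5% in these data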;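 also: red hydrolysis product quenches plate fluorescence so inhibitors raise well fluorescence; 0% = enzyme with DMSO and 100% = DMSO without enzyme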
GPR7 antagonist: antagonists of human GPR7 (neuropeptides B/W receptor 1); GPR7-expressing cells, fluorescence antagonist assay; inhibition, % at 4.4 µM; hit rate 1.1% among 290,000; in the data active = inhibition above about 16%, passing the limit was not always enough;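 also: cells stimulated with the agonist NPW; 0% = agonist with vehicle and 100% = vehicle without agonist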
* = called active by the depositor; x = no result given. No enrichment for hits. Share with any hit: about 5.3%.

compound	IDE cell activ	PfM18AAP inh	pCIP destab	IMP-1 inhibitor	PHOSPHO1 block	NALP1 yeast inh	IDE inh	VIM-2 inhibitor	GPR7 antagonist
CC(=O)Oc1cc(C(C)C)c(OCCN(C)C)cc1C	0	2	-7	-3.3	-4	20	-3	-4.2	-8
Nc1cc(=O)[nH]c(SCC(=O)N2CCN(S(=O)(=O)c3ccc4ccccc4c3)CC2)n1	-2	-6	9	-3.7	-4	5	6	-3.4	5
O=C(OCc1cccc([N+](=O)[O-])c1)c1cc2ccccc2oc1=O	-2	8	15	-3.1	19	5	0	-3.5	-14
CC1CC(C)CN(CC(=O)N2CCc3[nH]c4ccccc4c3C2)C1 (stereo not drawn)	4	2	-17	-2.4	-14	-12	5	1.9	-4
COc1ccc(C)cc1NC(=O)c1cnc2n(c1=O)CCS2	3	-7	-2	-1.0	22	18	1	-0.1	-4
Cc1cc(-c2n[nH]c(=S)n2/N=C/c2sccc2C)n[nH]1	0	16	10	0.1	21	24	-2	-1.5	-5
COc1ccc(N(C)C(=O)Cc2c(C(=O)O)n(C)c3ccccc23)c(OC)c1	2	-9	4	-2.0	9	3	0	-2.8	4
Cc1ccc(-c2cc(C(=O)NN=C3CCCC3)c3ccccc3n2)cc1	1	4	1	-2.0	-6	3	1	-1.8	-16
C[C@]12CC[C@@H]3c4ccc(O)cc4CC[C@H]3[C@@H]1CCC2=O	6	6	-19	-3.3	-14	33	-1	-2.0	-8
COc1ccc(N2C(=O)C(CC(=O)O)S/C2=N\N=C\c2cccs2)cc1 (stereo not drawn)	3	-5	4	-0.5	-23	28	2	2.6	5
CCOc1ccccc1N=Cc1c(O)c2ccccc2oc1=O	1	5	-5	-2.9	14	28	1	-0.7	-22
CCOC(=O)Cn1ncc(-c2ccccc2)c1N	6	1	0	-6.3	-9	8	8	-1.3	-13
COc1cc2c(cc1OC)CN(C(=O)CSc1n[nH]c(N)n1)CC2	-3	1	-4	-6.1	7	0	-1	-4.6	-16
CC(C)[C@H](NS(=O)(=O)c1cccc(Cl)c1)C(=O)OCC(=O)N1CCN(c2ccccc2)CC1	-2	-6	-4	-1.5	0	24	-2	-2.2	-7
Cc1cc(NC(=O)c2noc3c2CCCC3)n(-c2ccccc2)n1	7	4	-4	-4.1	-6	3	-3	-2.5	-8
COc1cccc(CNC(=O)CCC2CCCN(c3cc(C)nc(N)n3)C2)c1 (stereo not drawn)	3	0	-1	-2.8	10	8	2	-1.4	-6
O=c1nc2n(c3sc4c(c13)CCCC4)C(CBr)CS2 (stereo not drawn)	2	-1	-13	-0.5	10	-5	6	1.0	-7
COc1ccc(OC)c(C(=O)CSc2nnc(Cc3cccs3)n2CCc2ccccc2)c1	3	4	-3	-2.9	-90	10	-2	-2.7	11
CCOC(=O)C1(CCOc2ccccc2)CCN(Cc2cnc(C)s2)CC1	0	3	-20	-1.2	18	16	-4	-2.5	-10
Cn1nc(C(=O)NCCN2CCOCC2)c2ccccc2c1=O	8	-19	-17	-0.6	14	8	-3	-4.8	-11
C=CCOC(=O)C1=C(C)NC(SC)=C(C#N)C1c1cccs1 (stereo not drawn)	2	3	7	-3.0	25	4	5	-1.0	-3
Cc1ccc(S(=O)(=O)N2CCc3c2cc([N+](=O)[O-])cc3[N+](=O)[O-])cc1	2	12	-12	-3.4	28	14	-3	-1.6	-5
c1nc2nc3c(c(N4CCOCC4)n2n1)CCCC3	0	-1	-2	-2.5	13	12	2	-0.9	-9
COc1ccc(NC(=O)CN(c2cc(C)cc(C)c2)S(=O)(=O)c2c(C)noc2C)cc1OC	-2	5	-8	-2.7	-12	19	3	-1.6	-7
Cc1ccc(NC(=O)COC(=O)CNC(=O)c2cccc([N+](=O)[O-])c2)cc1S(=O)(=O)N1CCCCCC1	-1	-5	-10	-2.4	-2	22	-10	-1.6	0
Cc1cccc(OCC(=O)NCCNC(=O)c2ccccn2)c1	2	-3	-1	-0.5	13	4	-3	-1.1	-13
COc1ccc(NC(=O)CSc2nnc(Cc3cccn3C)n2-c2ccc(F)cc2)cc1	-1	-5	-12	-0.8	10	19	-1	-3.5	-3
COc1ccc(-c2n[nH]c(=S)nc2-c2ccc(OC)cc2)cc1	-3	7	-2	-2.9	-47	5	-4	-2.9	6
Cc1ccccc1CC(=O)N1CCCC(CNC(=O)c2ccc(F)cc2)C1 (stereo not drawn)	10	-5	8	-2.5	33	11	1	-3.9	-16
O=C(Nc1nc2ccccc2s1)C1CCCN1S(=O)(=O)c1ccc(Cl)cc1 (stereo not drawn)	-2	-3	-22	-3.1	11	22	3	-5.4	-12
COc1ccc(Cl)cc1NC(=S)NCc1ccccn1	4	8	-5	-5.0	-1	13	8	-1.7	7
C=CCn1c(CNc2ccc(C)cc2)nnc1SCC(=O)N/N=C/c1ccc(O)cc1	2	10	-101	-2.1	-3	24	-6	-0.6	2
COc1ccc(-c2ccc3ccccc3n2)cc1OC	3	-10	0	-1.1	25	-4	8	0.6	-11
Cc1cc(N2CCN(c3ccccn3)CC2)n2nc(C)nc2n1	1	-2	x	-0.8	x	x	4	10*	-7
COc1ccccc1NC(=O)CCC(=O)Nc1nnc(C(F)(F)F)s1	1	5	-8	-1.7	-33	-5	-3	-1.6	2
Cc1ccc2nc3c(nc2c1)-c1ccccc1C3=O	1	-5	1	-6.7	21	35	-6	-0.3	-7

In the list so far, these have a COOH group:
compound	IDE cell activ	PfM18AAP inh	pCIP destab	IMP-1 inhibitor	PHOSPHO1 block	NALP1 yeast inh	IDE inh	VIM-2 inhibitor	GPR7 antagonist
COc1ccc(N(C)C(=O)Cc2c(C(=O)O)n(C)c3ccccc23)c(OC)c1	2	-9	4	-2.0	9	3	0	-2.8	4
COc1ccc(N2C(=O)C(CC(=O)O)S/C2=N\N=C\c2cccs2)cc1 (stereo not drawn)	3	-5	4	-0.5	-23	28	2	2.6	5

Carrying on.
compound	IDE cell activ	PfM18AAP inh	pCIP destab	IMP-1 inhibitor	PHOSPHO1 block	NALP1 yeast inh	IDE inh	VIM-2 inhibitor	GPR7 antagonist
CC(C)Nc1nc(NC(C)C)nc(C(N)=O)n1	3	-4	-1	0.0	20	3	0	0.0	3
CC(=O)NC(NC(=S)Nc1ccc(N=Nc2ccccc2C)cc1C)C(Cl)(Cl)Cl (stereo not drawn)	6	-4	-8	-1.7	13	8	1	-1.6	-7
CCCCCn1c(=O)[nH]c2cc(C(=O)N3CCN(c4ccc(C(C)=O)cc4)CC3)ccc2c1=O	0	0	-5	-1.0	46	22	-6	-3.6	11
CC(C)CCN1CC(=O)N2Cc3[nH]c4ccccc4c3C[C@H]2C1=O	-1	-5	-6	-0.5	26	4	4	-0.1	-4
CSc1nsc(SC)c1NC(=O)N1CCCCC1	4	-5	-3	-3.5	18	-4	2	-5.4	3
O=C(CCn1cnc(-c2ccccc2)c1-c1ccccc1)N/N=C/c1ccc(O)cc1	3	3	-3	-2.9	5	24	-2	-3.5	7
Cc1nnn(-c2nonc2N)c1C(=O)N/N=C/c1ccccc1O	3	-4	0	-3.6	-17	31	3	-2.1	-8
CC1Cn2c(nnc2-c2cccs2)S1 (stereo not drawn)	2	7	x	-0.5	x	x	-1	7.2	-2
CN(C)N=Nc1ccc(S(=O)(=O)/N=C(\O)c2ccccc2)cc1	0	3	-6	-1.6	-6	-7	-3	-1.6	-13
O=C(Cn1cnc2c(nnn2Cc2ccc(F)cc2)c1=O)NCC1CCCO1 (stereo not drawn)	1	0	1	-3.2	2	15	-1	-3.7	-7
CC1=C([N+](=O)[O-])C(c2ccc(Cl)cc2)NC(=O)N1C (stereo not drawn)	-1	1	-4	-6.2	29	18	2	-4.1	-2
O=C(CN(C(=O)c1csnn1)c1ccc(Br)cc1)NC1CCCC1	0	-6	-8	-1.2	27	8	0	-1.6	-20
CCOc1ccccc1NC(=O)N1CCCC1C(=O)NCc1cccs1 (stereo not drawn)	4	-1	-12	-1.2	39	33	-6	0.8	1
CCC(=O)Nc1cc(Cl)ccc1N1CCN(C(=O)CC)CC1	4	7	9	-1.2	10	-8	-2	-2.4	-7
COc1cc(SC)ccc1C(=O)Nc1ccc(Br)cn1	0	-3	-15	-1.4	45	10	-6	-0.5	4
COc1cc(N)ccc1NC(=O)c1cccs1	0	-6	0	-7.7	-14	18	-2	-4.1	-15
NC(=O)C1CCN(C(=O)COc2ccc(S(=O)(=O)NC3CCCC3)cc2)CC1	3	-7	1	-0.7	20	23	-5	0.2	-15
COc1ccc(C(C)=O)cc1CSc1nnc(C)n1-c1ccccc1	0	16	1	-2.1	26	37	8	0.1	-1
COC(=O)/C=C1\SC(=Nc2ccc(Cl)c(Cl)c2)NC1=O	6	-4	-4	-3.3	2	-10	0	-3.7	-11
CCCCNC(=O)Nc1nnc(SCC(=O)OCC)s1	2	-1	-6	-3.2	32	19	9	-0.7	-15
O=C(N/N=C/C=C\c1ccccc1[N+](=O)[O-])c1cc(-c2ccccc2)nc2ccccc12	1	1	-2	-4.0	6	-4	3	-5.3	2
Nc1cc(Cl)c(N)cc1Cl	6	-10	-6	2.0	-5	-17	-4	-4.5	0
CCOC(=O)N1CCN(C(=O)c2ccccc2Oc2ccccc2)CC1	-2	4	-4	-2.0	18	3	4	-2.4	2
O=C(c1ccccc1)C(C(=O)N1CCc2ccccc2C1)n1ccccc1=O (stereo not drawn)	0	1	7	-3.2	-2	22	-5	-1.7	-7
O=C(O)C(c1ccccc1)N1C(=O)/C(=C\c2ccc(-c3ccccc3Cl)o2)SC1=S (stereo not drawn)	-6	10	-4	9.4*	2	8	11	0.3	17
Cc1ccnc(N2C(=O)c3ccccc3C2Nc2ccccc2Cl)c1 (stereo not drawn)	-5	0	-15	-1.5	2	21	6	0.2	1
O=C(NCCCCc1ccccc1)c1cccc([N+](=O)[O-])c1	4	-9	-19	-3.4	28	1	-2	-1.1	23
Cc1cc(C)n(S(=O)(=O)c2ccccc2[N+](=O)[O-])n1	2	2	2	-0.3	14	-1	1	-2.1	-9
COc1ccc(C)cc1NC(=O)Cn1c(=O)oc2ccccc21	4	2	-2	-2.6	20	14	-1	-3.1	0
CCCCN(C(=O)CNC(=O)c1cccs1)C(C(=O)NC1CCCC1)c1ccncc1 (stereo not drawn)	0	3	-14	-2.2	-12	-10	0	-0.1	-9
Cc1ccc2c(c1)N(CCCC(=O)NCc1ccc3c(c1)OCO3)C(=O)CO2	7	8	4	-0.9	-14	16	-3	-0.7	-2
CC(=O)N=c1sccn1CC(O)c1ccc(Br)cc1 (stereo not drawn)	2	-9	-5	0.0	2	25	-3	-0.8	-6
CNC(=O)C(C#N)(Cc1cc(C(C)=O)ccc1OC)Cc1cc(C(C)=O)ccc1OC	2	-15	-3	-0.7	42	6	-3	1.9	0
C=CCOc1cccc(C2C(C(=O)c3ccco3)=C(O)C(=O)N2Cc2ccco2)c1 (stereo not drawn)	-1	9	8	0.9	14	-1	-1	-0.4	-3
COc1ccc2c(c1)C(c1ccc(N3CCOCC3)cc1)=NNC(c1cccnc1)=N2	-7	8	6	-3.7	-9	-35	8	-1.3	-1
